TRPC4 potent = positive allosteric modulators of TRPC4, primary screen, cell-based, mouse TRPC4beta, HEK293 mu-opioid, Fluo-4 calcium | Short transient receptor potential channel 4 (Mus musculus), Q9QUQ5 | DAMGO EC20, Fluo-4 Ca2+ flux; hits give high values | B-score at 10 µM | actives 0.42% (n = 310,000) | AID 2227, 2009;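 active means B-score of calcium response area above 5 SD of library B-scores, with initial fluorescence ratio within 5 SD of library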;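 further: B-score of integrated fluorescence ratio over time as area under calcium response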
ANO1 block = TMEM16A chloride channel inhibitors, primary screen, cell-based, HTS | actives 1.2% (n = 310,000) | normalized B-score (activity score, 25-100; higher = stronger inhibition) at 10 µM | HEK293 TMEM16A/YFP iodide influx fluorescence, ionomycin | Anoctamin-1 (Mus musculus), Q8BHY3;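 active means ratio plate-corrected score three or more library SD toward inhibition, starting fluorescence score within five deviations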;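 further: score derived from kinetic fluorescence span divided by baseline fluorescence per well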
Target sequence (Q8BHY3 whole entry, looked up): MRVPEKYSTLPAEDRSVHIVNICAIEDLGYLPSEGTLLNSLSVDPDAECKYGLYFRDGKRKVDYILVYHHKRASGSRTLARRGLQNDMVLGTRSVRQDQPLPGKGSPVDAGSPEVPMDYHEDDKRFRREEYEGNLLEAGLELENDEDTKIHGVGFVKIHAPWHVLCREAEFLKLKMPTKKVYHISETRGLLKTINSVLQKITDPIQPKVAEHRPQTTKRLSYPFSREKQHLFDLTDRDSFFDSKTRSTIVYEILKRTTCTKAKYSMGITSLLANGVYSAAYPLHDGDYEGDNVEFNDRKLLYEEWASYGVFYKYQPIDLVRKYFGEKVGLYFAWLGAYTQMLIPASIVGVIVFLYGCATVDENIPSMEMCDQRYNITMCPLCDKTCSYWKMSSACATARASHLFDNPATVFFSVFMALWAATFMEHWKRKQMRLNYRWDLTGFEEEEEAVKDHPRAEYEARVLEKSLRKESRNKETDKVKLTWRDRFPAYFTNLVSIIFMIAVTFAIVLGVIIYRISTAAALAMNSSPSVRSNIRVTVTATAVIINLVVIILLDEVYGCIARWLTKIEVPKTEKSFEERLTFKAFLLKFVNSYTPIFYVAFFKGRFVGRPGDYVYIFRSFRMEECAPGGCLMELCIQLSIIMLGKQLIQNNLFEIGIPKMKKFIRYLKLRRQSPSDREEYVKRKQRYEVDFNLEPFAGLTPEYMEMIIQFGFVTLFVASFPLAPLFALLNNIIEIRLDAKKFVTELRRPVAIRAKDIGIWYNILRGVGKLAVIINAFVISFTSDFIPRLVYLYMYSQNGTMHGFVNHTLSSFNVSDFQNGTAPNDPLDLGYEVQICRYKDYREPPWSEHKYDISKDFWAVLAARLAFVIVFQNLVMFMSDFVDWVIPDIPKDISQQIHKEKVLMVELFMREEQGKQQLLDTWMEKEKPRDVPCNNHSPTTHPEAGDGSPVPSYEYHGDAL
TRPC4 agonist = activators of mouse TRPC4 channel, primary screen, Fluo4 calcium, HEK293 TRPC4beta/mu-opioid cells. actives 0.49% (n = 310,000). Short transient receptor potential channel 4 (Mus musculus), Q9QUQ5. B-score at 10 µM. Fluo4 calcium fluorescence; hits give high values;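 active means B-score above 5 SD of library B-scores, and initial fluorescence ratio not above library mean plus 5 SD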;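 further: positive B-score marks a calcium rise read as TRPC4 activation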
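System – HEK293 cells stably co-expressing mouse TRPC4beta and mu-opioid receptor · Signal – Fluo4 calcium-sensitive dye fluorescence, kinetic, 1 Hz baseline · Benchmarks – buffer (low) and maximal DAMGO (high) · Read-out – B score of integrated fluorescence ratio per well · Incubation – dye loading 45 min room temperature, 110 s kinetic read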
TRPC4 inh = inhibitors of mouse TRPC4 channel, primary screen, Fluo4 calcium, HEK293 TRPC4beta/mu-opioid cells; DAMGO-evoked Fluo4 calcium flux; hits give low values; B-score at 10 µM; actives 0.39% (n = 300,000); AID 2247, 2010;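 active means B-score over 3 SD under the library average, no early fluorescence shift, positive overall ratio signal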
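Material: HEK293 cells with stable TRPC4beta plus mu-opioid receptor expression / Probe or stimulus: DAMGO in two steps, submaximal then maximal / Compound: single concentration per test compound / Technique: kinetic Fluo4 fluorescence imaging of calcium influx / Read-out: per-well B score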
TRPC6 act = mouse TRPC6 channel activators, primary screen, cell-based, HEK293, membrane potential dye. HEK293-TRPC6 membrane potential dye fluorescence; hits give high values. actives 0.13% (n = 310,000). Short transient receptor potential channel 6 (Mus musculus), Q61143. B-score at 10 µM;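 active means B-score of the integrated fluorescence ratio above library mean plus 3 SD, and starting fluorescence ratio within library mean plus 5 SD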;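 further: higher score means more depolarization so channel activation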
MrgX1 allo act = positive allosteric modulators of MrgX1, primary screen, HEK293 cells, Fluo-4 calcium flux. Mas-related G-protein coupled receptor member X1 (Homo sapiens), Q96LB2. FDSS; hits give high values. B-score at 10 µM. actives 0.63% (n = 310,000). AID 588675, 2011;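 active means plate-corrected calcium response at least 3 library SD above typical, normal starting fluorescence, not activating the receptor alone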;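 further: compound read alongside a low EC10 to EC30 dose of BAM8-22 agonist; peak minus trough fluorescence over baseline measured at the second addition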
TRPC6 inh = mouse TRPC6 channel inhibitors, primary screen, cell-based, HEK293, membrane potential dye; AID 2553, 2010; ACh-evoked depolarization; hits give low values; Short transient receptor potential channel 6 (Mus musculus), Q61143; B-score at 10 µM; actives 1.1% (n = 310,000);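 active means B-score under library mean minus 3 SD, initial fluorescence not abnormally high, positive integrated signal ratio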;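 further: B-score derived from integrated fluorescence ratio over the kinetic read; more negative B-score means stronger inhibition of depolarization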
MrgX1 agonist = agonists of human MrgX1 receptor, primary screen, HEK293 cells, Fluo-4 calcium flux | Fluo-4 calcium fluorescence, agonist mode; hits give high values | AID 588627, 2011 | B-score at 10 µM | actives 0.44% (n = 310,000) | Mas-related G-protein coupled receptor member X1 (Homo sapiens), Q96LB2;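 active means calcium response B-score plate-corrected fluorescence ratio at least 3 library SD, with starting fluorescence B-score inside 5 SD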
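times = overnight plating, then 30 min 37 °C plus 30 min room-temperature dye loading | assay system = stable human MrgX1 HEK293 cell line | input = fifteen thousand cells per well | signal = kinetic calcium dye fluorescence, Fluo-4 NW | dosing = compound delivered in addition one of three | read-out = B-scored fluorescence response ratio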
ANO1 activ = TMEM16A chloride channel activators or potentiators, primary screen, cell-based, HTS | HEK293 TMEM16A/YFP-H148Q/I152L, iodide quench fluorescence; hits give low values | actives 0.3% (n = 340,000) | B-score at 10 µM;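 active means fluorescence-ratio B-score plate-corrected deviation score at least 3 library SD below zero, with starting fluorescence score within 5 deviations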;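 further: channel opened by trigger with iodide after compound preincubation; score built on the fluorescence ratio of max minus min over baseline; more negative score means more quench and so TMEM16A activation or potentiation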
MrgX1 antag = antagonists of human MrgX1 receptor, primary screen, HEK293 cells, Fluo-4 calcium flux | BAM8-22 antagonism; hits give low values | B-score at 10 µM | actives 1.3% (n = 310,000) | AID 588676, 2011;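 active means calcium-response B-score plate-corrected more than 3 library SD below zero, starting fluorescence within 5 deviations, no agonist response on first addition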;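 further: peak minus trough fluorescence over baseline after final BAM8-22 challenge near maximal dose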
RGS4 block = RGS4 inhibitors, primary screen, cell-based, HEK293 M3R inducible RGS4, calcium flux; B-score at 10 µM; Regulator of G-protein signaling 4 (Homo sapiens), P49798; actives 0.45% (n = 310,000); Fluo-4 calcium flux; hits give high values; triggered by carbachol at its EC20;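 active means B-score, a plate-corrected calcium signal, over three deviations above library mean, with baseline fluorescence within five deviations of library mean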;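 further: RGS4 expression induced by doxycycline in cells with stable M3 receptor; B-score is computed from the integrated fluorescence ratio over baseline after carbachol; higher B-score means a larger calcium signal and so more RGS4 inhibition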
Numbers without * were called inactive; i = inactive; nt = no result given.

SMILES	TRPC4 potent	ANO1 block	TRPC4 agonist	TRPC4 inh	TRPC6 act	MrgX1 allo act	TRPC6 inh	MrgX1 agonist	ANO1 activ	MrgX1 antag	RGS4 block
CC(C)C(O)P(=O)(OCc1ccccc1)c1ccc(N(C)C)cc1 (stereo not given)	i	i	i	i	i	i	i	i	i	i	i
CCCc1cc(N2CCCC(C(=O)Nc3ccc(OC)cc3OC)C2)n2ncnc2n1 (stereo not given)	i	i	i	i	i	i	i	i	i	i	i
O=C(NCCCn1ccnc1)c1ccc(S(=O)(=O)N2CCOCC2)cc1	i	i	i	i	i	i	i	i	i	i	i
CCN(CCC#N)c1ccc(N2C(=O)CCCC2=O)cc1[N+](=O)[O-]	i	i	i	i	i	i	i	i	i	i	i
Cc1nn(Cc2cccc3ccccc23)c(C)c1NC(=O)c1cccnc1	i	i	i	i	i	i	i	i	i	i	i
COc1cc(C(C)=O)ccc1OCC(O)CN1CCN(c2cc(C)cc(C)c2)CC1 (stereo not given)	i	i	i	i	i	i	i	i	i	i	i
COc1ccc(CC(=O)N/N=C(\C)c2cccc(NC(=O)C3CC3)c2)cc1	i	nt	i	i	i	nt	i	nt	i	nt	i
CCn1c(Cc2cccs2)nnc1SCC(=O)Nc1ccc(OC)c(OC)c1	i	i	i	i	i	i	i	i	i	-4.71*	i
COC(=O)c1cc(NC2c3ccccc3C(=O)N2Cc2ccco2)cc(C(=O)OC)c1 (stereo not given)	nt	i	nt	nt	nt	i	nt	i	i	i	nt
COc1ccc(/C=C/C(=O)c2ccc3c(c2)OCCO3)cc1[N+](=O)[O-]	i	i	i	i	i	i	i	i	i	i	8.06*
CC(C)OCP(=O)(c1ccccc1)c1ccccc1	i	i	i	i	i	i	i	i	i	i	i
O=C(CC1NCCc2ccccc21)Nc1ccccc1Cl (stereo not given)	i	i	i	i	i	i	i	i	i	i	i
COc1ccc(Br)cc1CNCCSc1nnnn1C	i	i	i	i	i	i	i	i	i	i	i
Nc1cc(C(=O)N2CCN(c3ccc([N+](=O)[O-])cc3)CC2)ccc1N1CC2CC(C1)c1cccc(=O)n1C2 (stereo not given)	i	i	i	i	i	i	i	i	i	i	i
O=C(Nc1ccc(N2CCOCC2)cc1)C1CCCN(S(=O)(=O)c2cccc(C(F)(F)F)c2)C1 (stereo not given)	i	i	i	i	i	i	i	i	i	i	i
CCOC(=O)C1CCN(C(=O)CC2(CC(=O)O)CCCC2)CC1	i	i	i	i	i	i	i	i	i	i	i
CN1CCN(c2nc3c(c(=O)n(C)c(=O)n3C)n2Cc2ccc(F)cc2)CC1	i	i	i	i	i	i	i	i	i	i	i
Oc1ccc(Cl)cc1C1=NCCNC(C(F)(F)C(F)F)=C1	i	i	i	i	i	i	i	i	i	i	i
COc1cccc(CNC(=O)C2CCCN(c3cnccn3)C2)c1 (stereo not given)	i	i	i	i	i	i	i	i	i	i	i
Cc1ccc(C)c(-c2cc(C(=O)NNC(=S)NCC(C)C)c3ccccc3n2)c1	i	100*	i	i	i	i	i	i	i	i	i
CCOc1cccc(C(=O)Nc2ccc(NC(=O)c3ccccc3)c(C)c2)c1	i	i	i	i	i	i	i	i	i	i	i
CN1CCN(C(=O)c2cc(Cl)ccc2NC(=O)c2ccc(Cl)cc2Cl)CC1	i	i	i	i	i	i	i	i	i	i	i
CC(C)(C)/C(O)=C/c1nc2ccccc2oc1=O	i	i	i	i	i	i	i	i	i	i	i
CC(C)C(=O)NNC(=O)CN1CCN(c2nc(-c3ccccc3)cs2)CC1	i	i	i	i	i	i	i	i	i	i	i
O=C(O)c1cccc(S(=O)(=O)N(Cc2ccccc2)c2cccc(C(F)(F)F)c2)c1	i	i	i	i	i	i	i	i	i	i	i
CC(C)Cc1nnc(NC(=O)CCC(=O)N2CC(C)CC(C)C2)s1 (stereo not given)	i	i	i	i	i	i	i	i	i	i	i
COc1ccc(/C=N/NC(=O)CNC(=O)c2ccncc2)cc1	i	i	i	i	i	i	i	i	i	i	i
O=C(CCc1nc2ccccc2c(=O)[nH]1)Nc1ccc(F)cc1	i	i	i	i	i	i	i	i	i	i	i
Cc1ccc(NC(=O)C2CC(=O)N/C(=N/NC(=O)c3ccc(C)cc3)S2)cc1 (stereo not given)	i	i	i	i	i	i	i	i	i	i	i
Cc1nc(N2CCCCCC2)c2ccccc2n1	i	i	i	i	i	i	i	i	i	-4.75*	i
O=S1(=O)CC(O)C(N2CCCCC2)C1 (stereo not given)	i	i	i	i	i	i	i	i	i	i	i
CN1C(=O)CC(C(=O)O)SC1=Nc1cccc(C(F)(F)F)c1 (stereo not given)	i	i	i	i	i	i	i	i	i	i	i
CCC(=O)Nc1nc(-c2ccc3c(c2)CC(C)N3S(C)(=O)=O)cs1 (stereo not given)	i	i	i	i	i	i	i	i	i	i	i
CC(=O)c1ccc(OCC(O)CN2CCOCC2)cc1 (stereo not given)	i	i	i	i	i	i	i	i	i	i	i
COc1cccc(-c2cc(C(F)(F)F)nc(N3CCOCC3)n2)c1	i	i	i	i	i	i	i	i	i	i	i
CCC(C)(C)NC(=O)CN(Cc1ccccc1)C(=O)CCC(=O)Nc1nccs1	i	i	i	i	i	i	i	i	i	i	i
CNC(=S)SCCOc1ccccc1	i	i	i	i	i	i	i	i	i	i	i
CCOc1ccc(NC(=O)CSc2nnc(Cn3c(=O)sc4ccccc43)n2C)cc1	nt	i	nt	nt	nt	i	nt	i	i	i	nt
CC(C)C(NC(=O)c1ccccc1F)C(=O)Nc1nccs1 (stereo not given)	i	i	i	i	i	i	i	i	i	i	i
O=C(NCc1ccccc1F)C1CCCN1C(=O)Nc1ccc(Cl)cc1 (stereo not given)	i	i	i	i	i	i	i	i	i	i	i
C=CCN1/C(=C(\C#N)C2=NS(=O)(=O)c3ccccc32)N(C)c2ccccc21	i	i	i	i	i	i	i	i	i	i	i
CCc1ccccc1NC(=O)C1=CC(c2cccs2)=NS(=O)(=O)N1C	i	i	i	i	i	i	i	i	i	i	i
CCN1CCN(C(=S)Nc2cccc(C(F)(F)F)c2)CC1	i	i	i	i	i	i	i	i	i	i	i
Cn1c(CNC(=O)c2cccs2)nnc1SCC(=O)Nc1ccc(Cl)cc1	i	i	i	i	i	i	i	i	i	i	i
O=C1/C(=C/c2cccnc2)SC(=S)N1Nc1ccccc1	i	i	i	i	i	i	i	i	i	i	i
O=C(N/N=C/c1cccc2cccnc12)c1ccccc1O	i	i	i	i	i	i	i	i	i	i	i
N#CCCn1c(-c2nonc2NC(=O)c2ccccc2Cl)nc2ccccc21	i	i	i	i	i	i	i	i	i	i	i
CSc1nc2[nH]ncc2c(=O)n1-c1ccccc1	i	i	i	i	i	i	i	i	i	i	i
O=S(=O)(c1cnc(Cl)c(Br)c1)N1CCCCCC1	i	i	i	i	i	i	i	i	i	i	i
COc1ccc(-c2csc(NC(=O)c3nc(-c4ccccc4)oc3C)n2)cc1	i	i	i	i	i	i	i	i	i	i	i
Additional compounds follow:
SMILES	TRPC4 potent	ANO1 block	TRPC4 agonist	TRPC4 inh	TRPC6 act	MrgX1 allo act	TRPC6 inh	MrgX1 agonist	ANO1 activ	MrgX1 antag	RGS4 block
C=CCn1c(=O)c2c(nc3n2CCCN3Cc2ccccc2)n(C)c1=O	i	i	i	i	i	i	i	i	i	i	i
CC#CCN1c2ccccc2[C@]23C[C@@H](C(=O)OC)N(C(=O)c4ccc(Br)cc4)C2=NC(C(=O)OC)=C(C(=O)OC)[C@H]13	i	i	i	i	i	i	i	i	nt	i	i
Cc1cc(C(=O)NCCN2CCN(c3cccc(Cl)c3)CC2)n(-c2ccccc2)n1	nt	i	nt	nt	nt	i	nt	i	i	i	nt
CC(NC(=S)Nc1c(Br)cccc1OC(F)F)C(C)(C)C (stereo not given)	i	i	i	i	i	i	i	i	i	i	i
Cn1c(=O)c2c(ncn2CC(=O)OCC(=O)Nc2ccccc2)n(C)c1=O	i	i	i	i	i	i	i	i	i	i	i
CN(Cc1ccc(F)cc1)C(=O)c1ccc(NC(=O)CC2SC(N3CCCC3)=NC2=O)cc1 (stereo not given)	i	i	i	i	i	i	i	i	i	i	i
CC1CCCCN1C(=O)CCS(=O)(=O)Cc1ccccc1 (stereo not given)	i	i	i	i	i	i	i	i	i	i	i
O=C1CSc2ccc(C(=O)Nc3cccc(S(=O)(=O)Nc4ccc(Br)cc4)c3)cc2N1	i	i	i	i	i	i	i	i	i	i	i
CCOC(=O)n1c(=O)n(Cc2cccc(C)c2)c2ccccc21	i	i	i	i	i	i	i	i	i	i	i
O=C(CCCc1c[nH]c2ccccc12)Nc1ccc2ccccc2c1	i	i	i	i	i	i	i	i	i	i	i
CC(C)OC(=O)CSc1nnc(-c2ccccc2)n1N	i	i	i	i	i	i	i	i	i	i	i
COc1cc(/C=N/NC(=O)c2cnn3c(C)cc(-c4ccccc4)nc23)ccc1O	i	i	i	i	i	i	i	i	i	i	i
O=c1c2c3c(sc2nc2sc(CN4CCCCC4)cn12)CCCC3	i	i	i	i	i	i	i	i	nt	i	i
CCOC(=O)c1cc(-c2ccccc2)n(CCC(=O)N2CCN(c3ccccc3OC)CC2)c1C	i	i	i	i	i	i	i	i	i	i	i
CC1(C(=O)OCC(=O)Nc2nc(-c3ccc(F)c(F)c3)cs2)CC1(Cl)Cl (stereo not given)	i	i	i	i	i	i	i	i	i	i	i

Bioassay records: PubChem BioAssay, Johns Hopkins Ion Channel Center
